Compound activity (PubChem BioAssay)
15-hLO inh: blocks human 15-lipoxygenase activity; purified 15hLO-1, xylenol orange hydroperoxide absorbance; Potency, µM (titrated, usually from 57.1 µM), for inactives: at the top dose activity change, negative = inhibition, usual class: inhibitors; 1.4% of 74,000 active; also: potency is read from the fitted curve at half-maximal effect; % is scaled to controls: 0 for no effect and ±100 for the full control effect; nearly all actives have a fitted effect of over 55% in size
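40 nM 15hLO-1 + cpd, 15 min RT; start w/ 50 uM AA (final), 6 min RT; stop/detect w/ 200 uM XO + 300 uM Fe(II) in 50 mM H2SO4, 30 min; A573/A405. Buffer 25 mM Hepes pH 7.5, 0.01% Triton X-100. No-enzyme wells as negative control.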
Caspase-1 inhib: caspase-1 (human) inhibition, allosteric or competitive | P29466 | Caspase-1 enzyme, Ac-WEHD-AFC fluorogenic rate | Potency, µM (doses to about 57.5 µM), for inactives: at the top dose activity change, negative = inhibition, usual class: inhibitors | 0.03% of 75,000 active;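 also: potency is read from the fitted curve at half-maximal effect; plate controls were vehicle for no effect and no substrate for full effect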
USP2a inh: blocks human ubiquitin-specific protease USP2a; USP2a enzymatic assay, qHTS inhibition; O75604; 0.1% of 60,000 active; Potency, µM (series often up to 38.3 µM), without a hit: top-dose activity change, negative = inhibition, most hits filed as inhibitors;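 also: potency is read from the fitted curve at half-maximal effect; nearly all actives have a fitted effect of over 60% in size; plate controls were DMSO for no effect and NEM full inhibition control for full effect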
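USP2 core (20nM final) preincubated 30 min RT with compound, then Ub-PLA2 20nM and NBD C6-HPC 20uM final added; buffer 20mM Tris-HCl pH 8.0, 2mM CaCl2. Fluorescence Ex 460/Em 535 read at 0 and 2.5 h; normalized to NEM.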
BRCT inh red: disrupts BRCA1 BRCT binding to phosphoprotein, red fluorophore readout. Potency, µM (titrated, usually from 76.9 µM), inactives show at the highest dose activity change, negative = inhibition, usual class: inhibitors. BRCT-phosphopeptide binding, red fluorescence polarization. 0.03% of 75,000 active; also: % is scaled to controls: 0 for no effect and ±100 for the full control effect
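Rhodamine-labelled pBACH1 10-mer (100 nM) bound to BRCT domain (100 nM) at pH 7.3; compounds incubated 12 min room temperature, polarization read. Free peptide defines full inhibition; unlabelled decapeptide titrated as control.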
HEK293 cAMP cs: raises cAMP in parental HEK293 cells, TSHR agonist counter-screen; parental HEK293 CNG cAMP sensor, membrane potential fluorescence; Potency, µM (series often up to 57.1 µM), without a hit: at the highest dose activation, usual class: activators; 2.5% of 73,000 active; also: potency is read from the fitted curve at half-maximal effect; % of control where 0% means no effect; nearly all actives have a fitted effect of over 55% in size
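Parental HEK 293 cells stably expressing a modified CNG channel (no TSHR) report cAMP rise as membrane depolarization. Membrane potential dye with 100 uM RO 20-1724 was loaded for 60 min at room temperature, then compound added for 30 min; fluorescence read at 590 nm.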
HADH2 inhib: inhibitors of human HADH2 dehydrogenase. Potency, µM (highest dose often 57.1 µM), for the others: at the highest dose activity change, negative = inhibition, usual class: inhibitors. 3.4% of 73,000 active. recombinant HADH2, NADH fluorescence, beta-hydroxybutyryl-CoA. Q99714; also: potency is read from the fitted curve at half-maximal effect; % is scaled to controls: 0 for no effect and ±100 for the full control effect; nearly all actives have a fitted effect of over 60% in size; many of its hits are not listed in these tables
Target sequence (Q99714 whole entry, looked up, one chain of several): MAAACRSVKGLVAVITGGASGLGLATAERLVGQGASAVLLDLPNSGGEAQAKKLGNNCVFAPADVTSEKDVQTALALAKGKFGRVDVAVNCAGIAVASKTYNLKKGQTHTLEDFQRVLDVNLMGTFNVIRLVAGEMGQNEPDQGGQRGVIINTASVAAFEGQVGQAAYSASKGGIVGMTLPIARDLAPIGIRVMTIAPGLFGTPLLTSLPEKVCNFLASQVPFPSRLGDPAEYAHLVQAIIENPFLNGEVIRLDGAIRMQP
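E. coli-expressed His-tagged HADH2 tested at 20 nM in alkaline Tris buffer (pH 9.0); oxidation of 90 uM beta-hydroxybutyryl-CoA with 1 mM NAD+ tracked fluorimetrically for 4 min.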
Rhodamine fluor: rhodamine region autofluorescence; Rhodamine-region fluorescence, 547/598 nm, Tris buffer; active compounds read high; max dye-equivalent concentration, M; 0.05% of 59,000 active; AID 594; in the data active = max dye-equivalent concentration above about 11 nM; inconclusive = between about 1.1 nM and that limit
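A six-point rhodamine series on each plate calibrates the signal. Compounds sit in 100 mM Tris (pH 8.0) for 15 min at ambient temperature before imaging through 547 nm/598 nm filters.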
Tau fil binding: binders of human tau filaments; 2% of 71,000 active; AID 596; recombinant tau filaments, thioflavin S fluorescence, 15 h; filaments grown with octadecylsulfate alongside compound; Potency, µM (series often up to 57.1 µM), without a hit: at the highest dose activity change, negative = inhibition;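 also: potency is read from the fitted curve at half-maximal effect; % is scaled to controls: 0 for no effect and ±100 for the full control effect; actives lower thioflavin S fluorescence by blocking filaments or displacing dye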
Target sequence (P10636 whole entry, looked up): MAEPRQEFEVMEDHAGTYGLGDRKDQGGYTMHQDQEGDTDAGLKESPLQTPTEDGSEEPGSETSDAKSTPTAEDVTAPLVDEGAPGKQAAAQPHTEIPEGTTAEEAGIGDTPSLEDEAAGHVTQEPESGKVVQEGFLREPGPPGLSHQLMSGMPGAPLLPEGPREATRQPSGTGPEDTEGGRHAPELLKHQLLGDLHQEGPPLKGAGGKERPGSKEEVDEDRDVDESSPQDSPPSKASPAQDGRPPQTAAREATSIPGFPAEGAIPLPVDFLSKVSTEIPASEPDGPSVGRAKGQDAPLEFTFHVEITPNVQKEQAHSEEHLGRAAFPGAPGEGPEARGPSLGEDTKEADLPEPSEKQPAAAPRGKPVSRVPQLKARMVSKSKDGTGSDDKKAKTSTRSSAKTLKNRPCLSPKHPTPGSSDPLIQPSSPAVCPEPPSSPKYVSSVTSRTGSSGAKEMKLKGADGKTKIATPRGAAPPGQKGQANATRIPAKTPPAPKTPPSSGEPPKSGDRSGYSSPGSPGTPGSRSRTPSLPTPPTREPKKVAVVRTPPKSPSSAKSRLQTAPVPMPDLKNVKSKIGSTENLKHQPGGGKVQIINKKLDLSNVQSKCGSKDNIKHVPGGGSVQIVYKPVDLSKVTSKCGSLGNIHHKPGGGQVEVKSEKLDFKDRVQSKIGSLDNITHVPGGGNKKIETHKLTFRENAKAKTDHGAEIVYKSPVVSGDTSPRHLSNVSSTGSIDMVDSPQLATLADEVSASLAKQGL
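Thioflavine S fluorescence (ex 450, em 510 nm) reports filaments formed from 1 uM human tau plus 30 uM ODS over 15 h at 37 C (10 mM HEPES pH 7.4, 100 mM NaCl, 5 mM DTT); compounds displacing dye or blocking filaments lower signal.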
BRCT inh green: blocks human BRCA1 BRCT binding to phosphopeptide, green readout | P38398 | BRCA1 BRCT-phosphopeptide binding, green fluorescence polarization | Potency, µM (top dose mostly 76.9 µM), for the others: at the top dose activity change, negative = inhibition, most hits filed as inhibitors | 0.05% of 75,000 active;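 also: potency is read from the fitted curve at half-maximal effect; plate controls were peptide without protein for full effect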
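Fluorescence polarization: His-tagged BRCT (~35 kDa BRCA1 C-terminus, 250 nM) bound to 100 nM fluorescein-labeled phosphorylated 10-aa BACH1 peptide, pH 7.3 phosphate buffer with DTT and Tween 20. Compounds incubated 12 min at room temperature; inhibition read as lowered polarization.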
DNA Pol III inh: inhibitors of bacterial DNA polymerase III holoenzyme; reconstituted DNA polymerase III holoenzyme replication, biochemical; Potency, µM (series often up to 57.1 µM), inactives show at the highest dose activity change, negative = inhibition; 0.25% of 71,000 active; AID 603; also: potency is read from the fitted curve at half-maximal effect; % is scaled to controls: 0 for no effect and ±100 for the full control effect
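Reconstituted *E. coli* holoenzyme (0.35 nM Pol III, 1 nM beta, 154 nM SSB, 2 nM primase) was preincubated with compound for 15 min at RT. Synthesis on 1.4 nM ssM13Gori ran 35 min, then was stopped with PicoGreen/EDTA and read as dsDNA fluorescence.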
Caspase-7 inhib: blocks human caspase-7 allosterically or competitively; 0.02% of 75,000 active; recombinant caspase-7, Ac-DEVD-AFC fluorescence rate; Potency, µM (titrated, usually from 57.5 µM), inactives show at the highest dose activity change, negative = inhibition, most hits filed as inhibitors; P55210; AID 889; active = well fitted inhibition curve with a large enough effect in the main read-out, with a control signal flat, not every such curve was filed as active; inconclusive = small, poorly fitted or top-dose-only effect, or a change in a side signal; also: potency is read from the fitted curve at half-maximal effect; % of control where 0% means no effect
* hit, by the source's call; i = inactive; ? = inconclusive; . = no result given; [ ] = remark or other dose. Unless noted, calls follow the shape of the dose curve; as a rule, active = well fitted curve in the direction sought with a large enough effect; inconclusive = small, poorly fitted or top-dose-only effect, or another doubt; inactive = no such curve, though single readings can be large; an effect the other way counts as inactive or inconclusive. Only part of the results is shown. The share of hits here may be higher or lower than overall.

molecule,15-hLO inh,Caspase-1 inhib,USP2a inh,BRCT inh red,HEK293 cAMP cs,HADH2 inhib,Rhodamine fluor,Tau fil binding,BRCT inh green,DNA Pol III inh,Caspase-7 inhib
O=C(CS(=O)CC(=O)N(CC(=O)NC1CCCC1)C1CCCCC1)Nc1ccc(F)cc1 (stereo not drawn),-5%,-3%,56%[activator],0.3%,7%,5%,i,-8%,-1.0%,4%,-1%
O=C(NCc1ccco1)c1ccc(S(=O)(=O)N2CCCc3ccccc32)cc1,-9%,-1%,2%,-2.6%,3%,-8%,i,6%,-0.3%,10%,-2%
O=C(Nc1ccc2c(c1)CCC2)C1CCN(c2c3c(nc4ncnn24)CCC3)CC1,?,-6%,35%[activator],-3.5%,26%,31%[activator],i,92%,0.7%,7%,.
C=C(C)CSC1=C(C#N)C(c2ccccc2)CC(=O)N1 (stereo not drawn),?,-1%,.,-0.1%,4%,?,.,.,-2.0%,.,3%
Cc1csc2nc(=O)c3ccccc3n12,6%,0%,3%,0.6%,1%,25µM*,i,-1%,-3.9%,-7%,0%
Cc1ccc(-n2nnc3ccccc3c2=O)cc1C,5%,-2%,10%,0.2%,-6%,-3%,.,?,-0.6%,-2%,4%
CCOc1ccccc1NC1c2ccccc2C(=O)N1Cc1ccco1 (stereo not drawn),?,-8%,.,-0.9%,?,-13%,.,-10%,-1.6%,-1%,-6%
COc1ccc(C(=O)CN2C(=O)c3ccccc3C2=O)c(OC)c1C,-6%,-2%,12%,0.3%,5%,7%,i,-16%,2.3%,0%,-1%
CCC(C(=O)Nc1cnccn1)c1ccccc1 (stereo not drawn),-1%,-1%,-4%,-2.5%,7%,6%,i,6%,-2.2%,0%,0%
Cc1nnc(NC(=O)CSc2nnc(Cc3cccn3C)n2-c2cccc(C)c2C)s1,-3%,-2%,.,0.6%,-4%,-4%,.,-1%,3.3%,-1%,0%
CC(C)C[C@H](N)C(=O)O,-5%[11.4 µM],1%[11.5 µM],.,-0.1%[15.4 µM],28%[11.4 µM],-4%[11.4 µM],i,4%[11.4 µM],-2.2%[15.4 µM],-4%[11.4 µM],-3%[11.5 µM]
CN(c1ccccc1)S(=O)(=O)c1cc(C(=O)c2nccn2C)ccc1Cl,-2%,0%,1%,-2.5%,19%,1%,i,-15%,-1.9%,-1%,7%
CC(=O)Nc1cccc(NC(=O)c2c(-c3ccccc3)noc2C)c1,-3%,-2%,-2%,-0.3%,11%,12%,i,-8%,-0.4%,-4%,3%
Cc1cc(C)nc(/N=C2\NC(=O)CC(C(=O)O)N2c2ccc(Oc3ccccc3)cc2)n1 (stereo not drawn),-5%,-7%,22%,-0.8%,7%,1%,i,19%,0.5%,-3%,0%
Cc1ccc(S(=O)(=O)NCC(=O)N(CC(=O)NC2CCCCC2)Cc2ccco2)cc1,0%,2%,11%,0.8%,17%,5%,i,-8%,-2.3%,-6%,-1%
CCOc1cc(C2C(C(=O)OC)=C(C)N=C3SCCC(=O)N32)ccc1OC(C)=O (stereo not drawn),13%,1%,0%,-0.6%,3%,-5%,i,0%,1.1%,-1%,2%
Cc1nn(Cc2ccc(Cl)c(Cl)c2)c(C)c1NC(=O)c1noc2c1CCCCC2,-24%,-1%,30%,0.9%,18%,0%,i,44%,-0.3%,2%,-1%
Cc1ccc(S(=O)(=O)Nc2nonc2C)cc1,-6%,-3%,-2%,-0.8%,1%,8%,i,-1%,-3.5%,-4%,0%
Cc1nn2c3c(cnc2c1-c1ccc(Cl)cc1)C(=O)CC(c1ccco1)C3 (stereo not drawn),2%,-7%,18%,-2.0%,19%,23%,i,-23%,0.7%,-3%,-7%
CC(C)OCCCn1c(=S)[nH]c2cc3c(cc2c1=O)OCO3,-4%,-3%,14%,-4.5%,7%,2%,i,-9%,-3.5%,-1%,-1%
COc1cc(OC)cc(C(=O)NCCn2ccc3ccccc32)c1,-7%,2%,.,0.7%,-8%,13%,.,-15%,-1.8%,2%,-3%
NC(Cc1cc(I)c(Oc2cc(I)c(O)c(I)c2)c(I)c1)C(=O)O (stereo not drawn),13µM*,2%,?,-4.3%,.,.,.,.,-2.0%[3.08 µM],.,-1%
CCOC(=O)c1c(C)[nH]c(C(=O)COC(=O)CCC(=O)c2ccc3c(c2)OCCO3)c1C,-5%,1%,28%,0.6%,26%,-6%,i,20%,1.2%,2%,-3%
c1ccc2c(c1)nc(N1CCOCC1)c1nnnn12,1%,-1%,.,-0.3%,-1%,2%,.,134%,-0.8%,1%,-7%
CC1=C(C(=O)OC2CCCCCCC2)C(c2ccc(O)cc2)NC(=O)N1 (stereo not drawn),?,-3%,25%,0.0%,-7%,-18%,.,-18%,0.3%,-3%,-1%

Additional records follow.
molecule,15-hLO inh,Caspase-1 inhib,USP2a inh,BRCT inh red,HEK293 cAMP cs,HADH2 inhib,Rhodamine fluor,Tau fil binding,BRCT inh green,DNA Pol III inh,Caspase-7 inhib
CCOC(=O)c1cnc(Nc2nc3ccccc3o2)nc1CN1CCN(c2ccccc2)CC1,31%[activator],0%,-3%,-0.6%,1%,4%,i,-6%,-1.6%,-6%,0%
O=C(NC1CCCCC1)c1ccc(S(=O)(=O)N2CCOCC2)cc1,4%,0%,3%,1.1%,15%,8%,.,4%,-1.1%,-7%,-2%
CCOc1ccccc1C(=O)Nc1ccccc1C(N)=O,4%,-1%,-1%,-1.9%,?,-1%,i,4%,-2.5%,0%,-1%
CCn1c(SCC(=O)O)nnc1-c1ccccc1,15%,2%,1%,0.0%,15%,2%,i,4%,-2.3%,?,1%
Cc1ccccc1NC(=O)Cn1c(=O)n(C)c2ccccc21,4%,-3%,3%,1.6%,?,-6%,i,-7%,0.5%,-8%,0%
O=C(CNC(=O)C1CCCCC1)NCCCO,-2%[11.4 µM],-3%,0%[7.66 µM],0.1%,-5%[11.4 µM],-7%[11.4 µM],.,-12%[11.4 µM],-0.2%,0%[11.4 µM],3%
CCCc1nc(C(C)(C)O)c(C(=O)OCc2oc(=O)oc2C)n1Cc1ccc(-c2ccccc2-c2nn[nH]n2)cc1,-3%,2%,-1%,-0.6%,.,.,.,.,-4.0%[3.08 µM],.,2%
COCC(=O)Nc1ccc(N(C)C)cc1,-20%,0%,-6%,0.5%,7%,-14%,i,-4%,-0.2%,-5%,3%
COc1ccc(-c2cc(NCc3ccccn3)n3ncnc3n2)cc1,47%[activator],0%,3%,-12%,?,-5%,i,39%,30%,-7%,0%
N[C@H](CS(=O)O)C(=O)O,.,.,.,.,?,8%,i,-2%,.,2%,.
O=S(=O)(NCC(c1cccnc1)N1CCN(c2ccc(F)cc2)CC1)c1cccs1 (stereo not drawn),-2%,-5%,.,-1.7%,4%,3%,.,12%,-1.3%,2%,-2%
N#Cc1c2n(cnc1=O)CCCCC2,7%,-3%,4%,0.1%,-3%,?,.,2%,2.2%,-4%,0%
Cn1c(=O)c2c(ncn2CC(=O)N2CCOCC2)n(C)c1=O,11%,2%,2%,0.2%,4%,7%,.,-2%,-0.4%,-2%,1%
COc1ccc(N2CC(C(=O)Nc3ncccc3C)CC2=O)cc1 (stereo not drawn),4%,1%,2%,0.6%,2%,12%,i,-9%,1.6%,-7%,-1%
CCn1c(=O)cc(OCC(=O)NCc2cccnc2)c2ccccc21,-5%,3%,-2%,-2.4%,-3%,4%,i,7%,0.8%,-3%,-1%
CCOc1ccc(C(=O)COC(=O)CC)cc1,12%,0%,1%,1.7%,3%,-7%,.,-3%,-0.5%,4%,0%
O=C(CNS(=O)(=O)c1ccc(F)cc1)N1CCN(c2ccccc2)CC1,11%,2%,10%,0.5%,17%,5%,i,-7%,-4.8%,-6%,1%
CCCNC(=O)NCCc1c(C)[nH]c2ccccc12,?,-1%,.,1.4%,0%,-19%,.,0%,0.2%,-1%,-3%
CNC(=O)c1ccc(N(Cc2ccccc2)S(C)(=O)=O)cc1,-2%,-1%,0%,0.8%,-3%,-11%,i,1%,0.8%,-11%,1%
CN(C)c1ccc(C(=O)OCC(=O)NC2CCCCC2)cc1,0%,-1%,1%,-0.4%,28%,-1%,i,2%,-1.5%,-8%,0%
O=C(O)CCC(=O)c1cccc2ccccc12,3%,-3%,16%,-1.0%,29%,7%,i,4%,-0.3%,6%,0%
COCC(=O)N(CCc1ccc(OC)cc1)Cc1nc2ccccc2c(=O)[nH]1,7%,0%,5%,-0.7%,-1%,10%,i,0%,0.0%,-1%,-1%
